Compound activity deposited in PubChem BioAssay by National Center for Advancing Translational Sciences (NCATS).
Epigenetic derep = Quantitative High-Throughput Screen for Regulators of Epigenetic Control; AID 1865, 2009; Potency, µM (series often up to 53.9 µM), for inactives: top-dose GFP activation, actives largely listed as activators; 280,000 compounds, 0.2% hits; murine LDR cells, GFP reporter derepression, 30 h; active means well fitted activation curve with a large enough effect; inconclusive means small, poorly fitted or top-dose-only effect; further: % of control where 0% means no effect; nearly all actives have a fitted effect of over 60% in size
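In this reporter-derepression format, murine cells bearing a silenced integrated CMV-GFP locus incubate with test compound (30 h, 37 C), then are washed and imaged; fluorescent objects of 20–120 um count as induced cells.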
Active calls of the source: *; ? = inconclusive. Potency means the concentration at half of the fitted maximal effect.

SMILES | Epigenetic derep
O=C(c1cccn1-c1nnc(N2CCCC2)s1)N1CCN(c2ccc(F)cc2)CC1 | -1.0%
COC(=O)c1ccccc1NC(=O)N1CCc2c(sc3c2CCCC3)C1c1ccc(F)cc1 (stereo not drawn) | -3.7%
Fc1ccc(Nc2nc(SCc3ccccc3Cl)nc3ccccc23)cc1 | 0.0%
CCOc1ccc(-c2cc(C(=O)Oc3ccc(C#N)cc3)no2)cc1 | 1.6%
O=C(CSCc1cnn(-c2ccccc2)c1-n1cccc1)NCc1cccc(Cl)c1 | ?
CCCOc1cccc(C(=O)Nc2cccc3cccnc23)c1 | -1.1%
CCCNC(=O)C1CCN(C(=O)N2CC(C)Oc3ccccc32)CC1 (stereo not drawn) | 0.0%
CCN1CCN(c2ncnc3c2cnn3-c2cc(Cl)ccc2C)CC1 | 1.8%
Cc1ccc(Cl)cc1NC(=O)c1oc2ccc(S(=O)(=O)N3CCC4(CC3)OCCO4)cc2c1C | 1.8%
COc1cc(NC(=O)c2nnn(CC(=O)Nc3cc(C)ccc3C)c2N)cc(OC)c1 | 1.3%
Cc1ccc(CNS(=O)(=O)c2cc(C(=O)Nc3ccc(C(C)C)cc3)ccc2F)cc1 | 6.3%
Cc1nn(C)c2c1c(C(F)(F)F)cc(=O)n2C(C)C(=O)NCCC(C)C (stereo not drawn) | 0.0%
O=C(NCC(c1ccc2c(c1)OCO2)N1CCN(c2ccccc2)CC1)c1ccccc1F (stereo not drawn) | 0.5%
CCc1ccc(NC(=O)c2nn(-c3ccc(C)cc3)c(=O)n(C)c2=O)cc1 | 8.5%
CCOC(=O)C1=C(CN2CCC(C)CC2)NC(=O)NC1c1ccc(F)cc1 (stereo not drawn) | -1.2%
CCS(=O)(=O)N1CCc2cc(C(=O)Nc3cc([N+](=O)[O-])ccc3C)ccc21 | -1.3%
Cn1c(=O)n(C)c2cc(CNCc3ccccc3Cl)ccc21 | 0.0%
CCCOc1ccc(C2C(=O)N(C3CCC(C)CC3)CC(=O)N2Cc2cccc(OC)c2)cc1OC (stereo not drawn) | 6.0%
CCOc1ccccc1Nc1ncnc2c1cnn2-c1ccc(C)cc1 | -0.8%
Cc1ccc(NC(=O)Nc2ccc3nc(N4CCN(C)CC4)cc(C)c3c2)cc1F | -1.3%
COCCn1c(SCC(=O)c2cc(C)ccc2C)nc2cc(C(=O)NC3CCCC3)ccc2c1=O | 3.7%
COc1ccc(CNc2ncnc3c2cnn3-c2ccc(C)c(C)c2)cc1 | 3.9%
COc1cccc(OC(=O)CSc2nnc(-c3cccs3)o2)c1 | 2.0%
CCOc1ccc(CNC(=O)CCCn2c(=O)c3cccn3c3cccnc32)cc1 | -1.4%
CS(=O)(=O)c1ncc(N(Cc2ccccc2)Cc2ccco2)c(C(=O)Nc2cccc(C(F)(F)F)c2)n1 | 0.8%
COc1ccc(S(=O)(=O)N(CC(=O)Nc2ccccc2Cl)Cc2ccccc2)cc1 | 1.1%
Cc1ccc(-n2ncc3c(N(C)Cc4ccccc4)ncnc32)cc1 | -1.0%
COCCc1nn2c(=O)cc(COC(=O)c3ccc(OC)c(OC)c3)nc2s1 | 0.8%
CCC(C)NC(=O)c1ccc(-n2c(-c3ccccc3)cc3c2CCCC3)cc1 (stereo not drawn) | 2.2%
COc1ccc(-c2cn3nc(N4CCCC(C(=O)NCc5ccc(Cl)cc5)C4)sc3n2)cc1 (stereo not drawn) | -1.1%
CCC(Sc1nc(-c2ccccc2F)nc2c1Cc1c(CO)cnc(C)c1O2)C(=O)Nc1cc(C)ccc1C (stereo not drawn) | 7.5%
O=C(CSc1nccn1-c1ccc(F)cc1)Nc1cccc2ccccc12 | 0.0%
Cc1ccc(OCC(=O)Nc2ccc3nc(SCC(=O)N4CCOCC4)sc3c2)cc1 | 4.8%
CC(=O)c1ccc(NC(=O)CSc2nccn2Cc2ccco2)cc1 | 0.8%
Oc1c(C(c2ccc(F)cc2)N2CCCC2)sc2nc(-c3ccco3)nn12 (stereo not drawn) | 2.4%
Cc1nn(CC(=O)NCc2ccc(N(C)C)cc2)c(=O)c2c(C)n(-c3ccc(Cl)cc3)nc12 | 2.4%
COc1ccc(OC)c(NC(=O)CN2C(=O)CCc3cc(S(=O)(=O)N4CCCCC4)ccc32)c1 | 1.6%
Cc1ccc(N(CC(C)C)S(=O)(=O)c2nnc(NC(=O)C(C)C)s2)cc1 | 0.0%
Cc1cccc(C(=O)Nc2ccc(C(=O)OCc3cc(=O)n4nc(CC(C)C)sc4n3)cc2)c1 | 1.6%
CC(C)c1cnc2c(c1SCC(=O)c1ccc(Cl)cc1)c(=O)n(C)c(=O)n2C | 2.8%

Taken from above.
Reading for Cc1ccc(OCC(=O)Nc2ccc3nc(SCC(=O)N4CCOCC4)sc3c2)cc1 in Epigenetic derep: 4.8%
Reading for Cc1ccc(N(CC(C)C)S(=O)(=O)c2nnc(NC(=O)C(C)C)s2)cc1 in Epigenetic derep: 0.0%

Carrying on:
SMILES | Epigenetic derep
CCOc1ccc(OC(=O)c2c(-c3ccccc3Cl)noc2C)cc1 | 1.6%
COc1ccc2c(Sc3ccccc3)c(C(=O)NCc3cc(Br)ccc3OC)[nH]c2c1 | 3.0%
Cc1ccc(C)c(N2CCN(C(=O)CN3CCSc4ccc(S(=O)(=O)N(C)C)cc43)CC2)c1 | -1.7%
COc1ccc(OCCSc2nc3ccccc3n2CC(=O)N2CCOCC2)cc1 | -2.6%
CCOc1ccc(S(=O)(=O)Nc2cccc(-c3ccc(N4CCCC4)nn3)c2)cc1 | 0.0%
O=C(CSc1nccn1-c1ccc(F)cc1)Nc1ccc(OC(F)(F)F)cc1 | 1.1%
CC(=O)Nc1ccccc1-c1nc2ccccc2n(C(C)C(=O)Nc2cc(Cl)ccc2C)c1=O (stereo not drawn) | -2.8%
O=C(COC(=O)CCCC1=NS(=O)(=O)c2ccccc2N1)Nc1ccc(Br)cc1 | -1.3%
Cc1ccccc1NC(=O)CSc1c(C(C)C)cnc2c1c(=O)n(C)c(=O)n2C | 4.1%
CN1C(C(=O)Nc2cccc(O)c2)=CC(c2ccco2)=NS1(=O)=O | -1.3%
CCOc1cccc2cc(-c3nc4sc(C(=O)Nc5ccc(C)cc5)c(C)c4c(=O)[nH]3)c(=O)oc12 | 0.0%
CC(C)Oc1ccc(CNC(=O)c2cnc3sc(N4CCCC4)nn3c2=O)cc1 | 0.8%
CCN1c2ccccc2-c2nc(SCC(=O)NCc3ccccc3)ncc2S1(=O)=O | 0.2%
Cc1ccc(NC(=O)N2CCN(c3nnc(C)c4c(C)n(-c5ccc(Cl)cc5)nc34)CC2)c(C)c1 | 0.0%
CCOc1ccc(N2CC(NC(=O)C(=O)c3c[nH]c4ccccc34)CC2=O)cc1 (stereo not drawn) | -0.1%
COc1ccc(-c2nc3scc(CCNS(=O)(=O)c4ccccc4F)n3n2)cc1 | 4.9%
CCN(Cc1ccccc1)S(=O)(=O)c1ccc(F)c(C(=O)Nc2cc(C)ccc2OC)c1 | -2.2%
COc1cc(-c2nnc(SCC(=O)Oc3ccccc3Cl)o2)cc(OC)c1OC | -3.5%
COc1ccc(CCC(=O)NCCc2csc(-c3cccc(C)c3)n2)cc1 | 0.8%
Cc1ccc(C2=CC(c3c(F)cccc3Cl)n3ncnc3N2)cc1C (stereo not drawn) | -1.1%
COc1ccc(CC(=O)NCCS(=O)(=O)N2CCN(c3ccccc3F)CC2)cc1OC | -1.7%
COc1cccc(C2C(C(=O)Nc3ccccc3)=C(C)Nc3nnnn32)c1OC (stereo not drawn) | 2.3%
Cc1cc(S(=O)(=O)NCCc2csc(-c3cccc(F)c3)n2)ccc1F | -1.7%
Cc1cc(S(=O)(=O)C(CNC(=O)c2ccc(OC(C)C)cc2)c2cccs2)ccc1F (stereo not drawn) | -4.5%
O=C(COc1ccccc1)Nc1ccc2nc(SCC(=O)N3CCOCC3)sc2c1 | -2.2%
COc1ccc(C(=O)NCC(c2cccnc2)N2CCc3ccccc3C2)cc1OC (stereo not drawn) | 0.0%
Cc1ccc(C(=O)COC(=O)C(Cc2c[nH]c3ccccc23)NC(=O)c2ccc(Br)cc2)cc1 (stereo not drawn) | 0.0%
Cc1nc(N2CCCC2)c2c(C(=O)Nc3cccc(Cl)c3C)c(C)oc2n1 | -1.3%
CCOC(=O)c1c(C)[nH]c(C)c1S(=O)(=O)N1CCC(C(=O)N2CCN(c3cc(C)ccc3C)CC2)CC1 | 2.1%
Cc1cc(C)cc(NC(=O)c2cc(S(=O)(=O)N3CCCCC3)c[nH]2)c1 | -0.8%
O=C(CSc1nc(=O)[nH]c2c1CCCC2)Nc1ccc(Cl)c(Cl)c1 | 4.2%
COc1ccc(N2CCN(S(=O)(=O)CCNC(=O)Cc3ccc(Cl)cc3)CC2)cc1 | 0.0%
COc1cccc(N2CCN(C(=O)c3cc4cc5cc(C)ccc5nc4s3)CC2)c1 | 0.0%
COC(=O)c1sc2cccc(F)c2c1S(=O)(=O)N1CCN(c2ccc(F)cc2)CC1 | 2.9%
CCOc1ccccc1Nc1nnc(-c2cc3cc(OC)ccc3oc2=O)s1 | 18µM*
CCOC(=O)c1cc(-c2ccccc2)n(-c2cccc(C(=O)NC(C)(C)C)c2)c1C | -1.1%
CCCC(=O)Nc1nnc(SCc2cc(=O)c3ccc(C)cc3[nH]2)s1 | -2.4%
COc1cccc(CNC(=O)CSC2=Nc3ccccc3N=C(c3ccc(F)cc3)C2)c1 | -1.7%
CC(C)(C)c1ccc(C(=O)NCC(c2ccco2)S(=O)(=O)c2ccc(F)cc2)cc1 (stereo not drawn) | 9.8%
Cc1cccc(C)c1NC(=O)c1ccc2nc(CCc3ccccc3)oc2c1 | 0.0%
COc1ccc(-c2cc(C(=O)NCc3ccc(C)cc3)c3cc(C(C)C)ccc3n2)cc1 | 5.1%
Cc1ccc(CNC(=O)c2c[nH]c3ccc(S(=O)(=O)N4CCOCC4)cc3c2=O)cc1 | -0.2%
O=C(C1COc2ccccc2O1)N(Cc1cccnc1)c1nc2ccc(Cl)cc2s1 (stereo not drawn) | 0.0%
CCc1ccc(CNCc2c(C(=O)O)n(Cc3ccc(F)cc3Cl)c3cc(OC)ccc23)cc1 | 0.0%
Cc1cc(C)cc(NC(=O)CN2C(=O)c3ccccc3Sc3ccc(C(=O)N4CCOCC4)cc32)c1 | 0.8%
CCc1ccc(NC(=O)Cn2c(=O)n(Cc3ccc4c(c3)OCO4)c(=O)c3oc4ccccc4c32)cc1 | 3.8%
CCn1nc(C)c2c(-c3ccccc3)cc(=O)n(C(C)C(=O)Nc3cc(C)ccc3C)c21 (stereo not drawn) | 0.0%
O=C(CSc1nccn1Cc1ccc(Cl)cc1)Nc1ccc2c(c1)OCO2 | 0.0%
O=C(COc1ccccc1)NCC(c1ccc(Cl)cc1)N1CCCCC1 (stereo not drawn) | -0.8%
O=C1CSC2(C(=O)N(Cc3ccccc3F)c3ccccc32)N1c1cccc(C(F)(F)F)c1 (stereo not drawn) | 6.4%
COc1ccc(-n2cc(-c3ccccc3)c3c(NC4CCCC4)ncnc32)cc1 | 3.9%
CCc1ccc(S(=O)(=O)c2cn(C)c3cc(N4CCN(CC)CC4)c(F)cc3c2=O)cc1 | 7.0%
O=C(NCc1ccccc1)C1CCN(S(=O)(=O)c2ccc3[nH]c(=O)ccc3c2)CC1 | 0.8%
CCN1CCN(c2ncc3c(n2)CCN(Cc2cc(Br)cs2)C3)CC1 | -2.6%
COc1ccc(Cl)cc1NC(=O)c1c(NCc2cccs2)sc2c1CCCC2 | 1.1%
Cc1ccc(Cl)cc1NC(=O)NC1COc2ccccc2C1 (stereo not drawn) | -1.4%
CCOc1ccc(C2CC(=O)NC(NC(=O)c3ccc(C)cc3)=N2)cc1 (stereo not drawn) | -0.4%
Cc1cc(C)cc(NC(=O)N2CCN3CCCCC3C2)c1 (stereo not drawn) | -1.0%
Cc1cc(C)cc(N(C)S(=O)(=O)c2nnc(NC(=O)COc3ccc(C)c(C)c3)s2)c1 | 0.0%
CC(C)C(=O)OCc1cc(=O)n2nc(C3CCCCC3)sc2n1 | 0.0%

Among those listed so far, eight contain a thiophene ring, fused or not:
SMILES | Epigenetic derep
COC(=O)c1ccccc1NC(=O)N1CCc2c(sc3c2CCCC3)C1c1ccc(F)cc1 (stereo not drawn) | -3.7%
COc1cccc(OC(=O)CSc2nnc(-c3cccs3)o2)c1 | 2.0%
CCOc1cccc2cc(-c3nc4sc(C(=O)Nc5ccc(C)cc5)c(C)c4c(=O)[nH]3)c(=O)oc12 | 0.0%
Cc1cc(S(=O)(=O)C(CNC(=O)c2ccc(OC(C)C)cc2)c2cccs2)ccc1F (stereo not drawn) | -4.5%
COc1cccc(N2CCN(C(=O)c3cc4cc5cc(C)ccc5nc4s3)CC2)c1 | 0.0%
COC(=O)c1sc2cccc(F)c2c1S(=O)(=O)N1CCN(c2ccc(F)cc2)CC1 | 2.9%
CCN1CCN(c2ncc3c(n2)CCN(Cc2cc(Br)cs2)C3)CC1 | -2.6%
COc1ccc(Cl)cc1NC(=O)c1c(NCc2cccs2)sc2c1CCCC2 | 1.1%

(cont.)
SMILES | Epigenetic derep
CCOc1ccc(CCNC(=O)c2[nH]c3cc(OC)ccc3c2Sc2ccccc2)cc1OCC | -1.9%
CCOc1ccc(N2CC(NC(=O)Cc3cccs3)CC2=O)cc1 (stereo not drawn) | -0.1%
Cc1ccc(S(=O)(=O)NCCc2nnc3ccc(SCc4ccc(F)cc4)nn23)cc1 | -1.7%
COc1ccc(Cl)cc1NC(=O)CSc1nnc(C)n2c1cc1sccc12 | -0.2%
Cc1cccc(C)c1NC(=O)Cn1cc(S(=O)(=O)Cc2ccc(F)cc2)c2ccccc21 | -0.2%

A portion of the library, so the mix of outcomes need not match the whole.
